E coli Lon inh: inhibitors of E. coli Lon protease; P0A9M0; purified E. coli Lon protease, fluorescence polarization; inhibition, % at 7.94 µM; hit rate 0.42% among 360,000; in the data active means inhibition above about 13%, passing the limit was not always enough;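 further: 0% = enzyme with probe and DMSO and 100% = no enzyme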
MT1-MMP act inh: MT1-MMP (human) activation inhibition. GFP/RFP ratio change, % at 20 µM. P50281. HT1080 RFP-PRO-GFP cells, GFP/RFP ratio fluorescence, overnight; percent of plate control window, DMSO zero. hit rate 0.061% among 360,000. AID 651647;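 active means GFP/RFP ratio change of at least 30% with cell ATP level not reduced by more than half and red fluorescence within 50% of control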; further: strong numbers were not always called active
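Material: RFP-PRO-GFP reporter HT1080 cells. Dosing: single-point 20 µM compound, 1% DMSO. Controls: DMSO and RFP-L50D-GFP cell wells. Timing: cells overnight before dosing, compound overnight, 37 °C, 5% CO2. Measure: GFP/RFP fluorescence ratio.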
Neddyl block: cullin neddylation inhibition; AID 651699; hit rate 0.58% among 360,000; TR-FRET cullin neddylation, biochemical; P61081+Q13564; calls only at 25 µM; in the data active means inhibition above about 36%
NRP1-CendR mod: NRP-1/CendR interaction modulation; O14786; FAM-RPARPAR peptide binding to NRP-1, fluorescence polarization; inhibition, % at 25 µM; hit rate 0.85% among 360,000;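 active means inhibition or corrected inhibition above about 18%, plus a signal ratio from 0.5 to 1.5, limit read from the data, passing the limit was not always enough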; further: strong numbers were not always called active
MLLE-PAM2 inh: inhibitors of microRNA-mediated deadenylation, human PABP1 MLLE binding | GST-MLLE / FITC-PAM2 fluorescence polarization | hit rate 0.36% among 360,000 | inhibition, % at 20 µM | AID 588489 | P11940; in the data active means inhibition above about 35%, passing the limit was not always enough;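 further: plate controls were DMSO wells with GST-MLLE for no effect and wells lacking GST-MLLE protein for full effect; some results filed as inactive read as strong as hits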
Target sequence (P11940 whole entry, looked up): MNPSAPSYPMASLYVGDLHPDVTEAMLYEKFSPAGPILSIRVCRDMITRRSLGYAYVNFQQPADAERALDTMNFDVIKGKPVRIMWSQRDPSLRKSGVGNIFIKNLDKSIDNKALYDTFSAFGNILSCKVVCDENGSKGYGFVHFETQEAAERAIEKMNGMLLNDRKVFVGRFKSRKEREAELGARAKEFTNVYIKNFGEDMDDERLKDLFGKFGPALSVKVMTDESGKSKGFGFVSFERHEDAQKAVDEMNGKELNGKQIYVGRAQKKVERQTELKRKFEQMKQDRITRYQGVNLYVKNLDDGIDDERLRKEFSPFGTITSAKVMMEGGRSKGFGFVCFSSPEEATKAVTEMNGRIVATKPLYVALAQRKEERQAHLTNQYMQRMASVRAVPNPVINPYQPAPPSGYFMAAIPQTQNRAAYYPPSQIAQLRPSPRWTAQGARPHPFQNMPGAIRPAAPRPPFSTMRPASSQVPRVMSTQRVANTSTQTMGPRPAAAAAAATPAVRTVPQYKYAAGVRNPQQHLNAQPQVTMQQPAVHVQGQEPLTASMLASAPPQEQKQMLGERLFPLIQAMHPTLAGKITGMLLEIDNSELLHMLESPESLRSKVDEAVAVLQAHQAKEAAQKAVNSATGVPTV
SKN-1 inh: inhibitors of C. elegans SKN-1; hit rate 0.49% among 360,000; AID 624304; C. elegans VP596 Pgst-4::GFP/RFP ratio, acrylamide-induced, 24 h; inhibition, % at 21.8 µM;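 active means interference check ratio from 0.5 to 1.5 plus GFP to RFP signal ratio inhibition reaching or exceeding a fixed threshold, cut at about 30% in these data, passing the limit was not always enough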; further: some compounds called inactive have numbers as strong as hits
MsrA act: bovine methionine sulfoxide reductase A activation | purified bovine MsrA, absorbance read-out | activation, % at 10.6 µM | hit rate 0.3% among 360,000; in the data active means activation above about 7.5%;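 further: 0% = vehicle and 100% = reference activator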
FAS TE block: blocks the thioesterase domain of human fatty acid synthase; inhibition, % at 15 µM; hit rate 0.67% among 360,000; recombinant FAS-TE, OMFH fluorogenic substrate, fluorescence endpoint; P49327;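 active means compounds whose normalised, plate-corrected inhibition of enzyme fluorescence in the single-dose primary screen is 50% or more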;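 further: 0% = DMSO with enzyme and 100% = substrate without enzyme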
Rin1 Abl inh: human Rin1-Abl interaction inhibition | P00519+Q13671 | TR-FRET Rin1/Abl binding, biochemical | inhibition, % at 7.35 µM | hit rate 0.4% among 360,000 | AID 588664; in the data active means inhibition above about 5%, passing the limit was not always enough
Starred values were filed as active, the others as inactive. Compounds were not picked by outcome. About 4% of those tested had a hit in this group.

Screening CC(=O)c1ccc(NC2CC(O)C(O)CO2)cc1 (centres undefined) returned E coli Lon inh -7, MT1-MMP act inh -1, Neddyl block inactive, NRP1-CendR mod 7, MLLE-PAM2 inh -11, SKN-1 inh 15, MsrA act -3, FAS TE block -6 and Rin1 Abl inh 0.
O=C(COC(=O)Cc1c[nH]c2ccccc12)Nc1cc(S(=O)(=O)N2CCOCC2)ccc1Cl was read as E coli Lon inh -15, MT1-MMP act inh 3, Neddyl block inactive, NRP1-CendR mod 6, MLLE-PAM2 inh -2, SKN-1 inh -9, MsrA act 1, FAS TE block 14 and Rin1 Abl inh 2.
COC(=O)c1sc(NC(=O)COc2ccccc2OC)nc1C was read as E coli Lon inh -5, MT1-MMP act inh 7, Neddyl block inactive, NRP1-CendR mod -21, MLLE-PAM2 inh 0, SKN-1 inh 8, MsrA act -4, FAS TE block -4 and Rin1 Abl inh -2.
For Cc1ccc(-c2noc(CSc3nnc(-c4ccccc4)n3C)n2)cc1 the results were E coli Lon inh 1, MT1-MMP act inh 3, Neddyl block inactive, NRP1-CendR mod -12, MLLE-PAM2 inh 13, SKN-1 inh 7, MsrA act -4, FAS TE block -4 and Rin1 Abl inh 0.
CCOc1ccc(-n2c([S-])c(C(=O)Nc3ccc(S(=O)(=O)N4CCOCC4)cc3)[n+]3cc(C(N)=O)ccc23)cc1 was read as E coli Lon inh 3, MT1-MMP act inh -5, Neddyl block inactive, NRP1-CendR mod -16, MLLE-PAM2 inh -68, SKN-1 inh 0, MsrA act -9, FAS TE block -8 and Rin1 Abl inh -3.
`COc1ccc(NC(=S)Nc2cccnc2)c(OC)c1` gave E coli Lon inh 9, MT1-MMP act inh -1, Neddyl block inactive, NRP1-CendR mod -4, MLLE-PAM2 inh 15, SKN-1 inh 6, MsrA act -1, FAS TE block -8 and Rin1 Abl inh 1.
Screening COc1ccc(CNC(=O)C2CCN(c3nn4c(=O)cc(C)nc4s3)CC2)cc1 returned E coli Lon inh -2, MT1-MMP act inh 1, Neddyl block inactive, NRP1-CendR mod -2, MLLE-PAM2 inh 1, SKN-1 inh -2, MsrA act -3, FAS TE block -5 and Rin1 Abl inh 1.
`CSc1ccccc1NC(=O)COC(=O)CCC(=O)c1ccc(F)cc1` gave E coli Lon inh -14, MT1-MMP act inh -8, Neddyl block inactive, NRP1-CendR mod 2, MLLE-PAM2 inh 13, SKN-1 inh 1, MsrA act -13, FAS TE block 2 and Rin1 Abl inh 2.
For O=C(O)/C=C/c1ccc(S(=O)(=O)N(CCO)CCO)cc1 the results were E coli Lon inh -8, MT1-MMP act inh 0, Neddyl block inactive, NRP1-CendR mod -8, MLLE-PAM2 inh 7, SKN-1 inh 2, MsrA act 0, FAS TE block -7 and Rin1 Abl inh -2.
`COc1ccc(N(C(C)C(=O)Nc2ccc(S(=O)(=O)N3CCCCC3)cc2)S(C)(=O)=O)cc1` (centres undefined) gave E coli Lon inh 2, MT1-MMP act inh 2, Neddyl block inactive, NRP1-CendR mod -5, MLLE-PAM2 inh 7, SKN-1 inh 11, MsrA act 0, FAS TE block 13 and Rin1 Abl inh 2.
`CC(C)(C)OC(=O)N1CCN(C(=O)c2[nH]cnc2C(=O)Nc2cccc(Cl)c2)CC1` gave E coli Lon inh -1, MT1-MMP act inh 2, Neddyl block inactive, NRP1-CendR mod 9, MLLE-PAM2 inh 5, SKN-1 inh 2, MsrA act -3, FAS TE block 3 and Rin1 Abl inh 0.
For COc1ccccc1CNS(=O)(=O)c1ccc(Br)s1 the results were E coli Lon inh -8, MT1-MMP act inh -2, Neddyl block inactive, NRP1-CendR mod 6, MLLE-PAM2 inh 13, SKN-1 inh 1, MsrA act -2, FAS TE block 8 and Rin1 Abl inh -1.
`CC(C)(/C=N/O)/[N+]([O-])=C/c1ccco1` gave E coli Lon inh -6, MT1-MMP act inh 2, Neddyl block inactive, NRP1-CendR mod 4, MLLE-PAM2 inh -3, SKN-1 inh 6, MsrA act -5, FAS TE block -6 and Rin1 Abl inh 1.
Screening CCOC(=O)C1=C(C)N=C2SC(C(=O)OC)=CC(=O)N2C1c1ccc(F)cc1 (centres undefined) returned E coli Lon inh -10, MT1-MMP act inh -2, Neddyl block inactive, NRP1-CendR mod -13, MLLE-PAM2 inh -86, SKN-1 inh -9, MsrA act -2, FAS TE block 3 and Rin1 Abl inh 2.
Screening Cc1cccc2[nH]c3c(N4CC=C(c5ccc(F)cc5)CC4)ncnc3c12 returned E coli Lon inh -10, MT1-MMP act inh -6, Neddyl block inactive, NRP1-CendR mod -15, MLLE-PAM2 inh -28, SKN-1 inh -12, MsrA act -6, FAS TE block 21 and Rin1 Abl inh 1.
Screening CCCC(=O)Nc1ccc(NC(=O)c2ccco2)cn1 returned E coli Lon inh -2, MT1-MMP act inh 1, Neddyl block inactive, NRP1-CendR mod 4, MLLE-PAM2 inh -1, SKN-1 inh -2, MsrA act -1, FAS TE block -5 and Rin1 Abl inh -2.
O=C(c1ccc(Br)cc1)c1cn[nH]c1-c1ccccc1O was read as E coli Lon inh -2, MT1-MMP act inh 2, Neddyl block inactive, NRP1-CendR mod 1, MLLE-PAM2 inh 15, SKN-1 inh 9, MsrA act -2, FAS TE block -88 and Rin1 Abl inh 2.
C#CCOCCOCCOCCNc1nc(N2CCN(C(=O)[C@H](CCC(=O)O)n3cc([C@@H](N)CCCCN)nn3)CC2)nc(N2CCN(C(=O)[C@H](CCC(=O)O)n3cc([C@@H](N)CCCCN)nn3)CC2)n1 was read as E coli Lon inh 0, MT1-MMP act inh 1, Neddyl block inactive, NRP1-CendR mod 1, MLLE-PAM2 inh 5, SKN-1 inh -2, MsrA act -2, FAS TE block -5 and Rin1 Abl inh -3.
Screening Nc1c(Cl)ncnc1NCCc1ccc(O)cc1 returned E coli Lon inh -6, MT1-MMP act inh -4, Neddyl block inactive, NRP1-CendR mod -9, MLLE-PAM2 inh -10, SKN-1 inh -13, MsrA act -1, FAS TE block -3 and Rin1 Abl inh 2.
For O=C(c1nn2c(C(F)(F)F)cc(-c3cccs3)nc2c1Br)N1CCCc2ccccc21 the results were E coli Lon inh 2, MT1-MMP act inh -8, Neddyl block inactive, NRP1-CendR mod -5, MLLE-PAM2 inh 7, SKN-1 inh 19, MsrA act -8, FAS TE block 59* and Rin1 Abl inh -1.
Screening Cc1ccc(OCC(=O)N2N=C(c3ccncc3)CC2(O)C(F)(F)F)cc1C (centres undefined) returned E coli Lon inh 6, MT1-MMP act inh 5, Neddyl block inactive, NRP1-CendR mod -6, MLLE-PAM2 inh -59, SKN-1 inh -5, MsrA act -10, FAS TE block 6 and Rin1 Abl inh 0.
O=C(Cc1ccc(-n2c(=O)c3ccccc3n(Cc3ccccc3F)c2=O)cc1)NCC1CCCO1 (centres undefined) was read as E coli Lon inh 0, MT1-MMP act inh 2, Neddyl block inactive, NRP1-CendR mod -4, MLLE-PAM2 inh 7, SKN-1 inh 4, MsrA act -3, FAS TE block -11 and Rin1 Abl inh -3.
`CN(C)S(=O)(=O)c1ccc(Cl)c(NC(=O)COC(=O)CNC(=O)c2ccco2)c1` gave E coli Lon inh 4, MT1-MMP act inh 6, Neddyl block inactive, NRP1-CendR mod 2, MLLE-PAM2 inh -6, SKN-1 inh -22, MsrA act -10, FAS TE block -3 and Rin1 Abl inh -1.
Screening S=C(N/N=C1\C2CN3CCN(C2)CC1(c1ccccc1)C3)Nc1ccccc1 returned E coli Lon inh -2, MT1-MMP act inh -5, Neddyl block inactive, NRP1-CendR mod 6, MLLE-PAM2 inh 27, SKN-1 inh 3, MsrA act 0, FAS TE block -5 and Rin1 Abl inh 2.
Screening CCCC(=O)N1CCCC1(C)C(=O)Nc1ccc2nc(C)ccc2c1 (centres undefined) returned E coli Lon inh -8, MT1-MMP act inh -4, Neddyl block inactive, NRP1-CendR mod -2, MLLE-PAM2 inh 6, SKN-1 inh 5, MsrA act -4, FAS TE block 1 and Rin1 Abl inh -4.
COc1ccc(C(=O)CC(=O)C(=O)Nc2ccccc2C(F)(F)F)cc1 was read as E coli Lon inh 3, MT1-MMP act inh 0, Neddyl block inactive, NRP1-CendR mod -2, MLLE-PAM2 inh 4, SKN-1 inh 22, MsrA act -1, FAS TE block -1 and Rin1 Abl inh 0.
Cc1ccc(OCC(=O)c2cc(C)n(Cc3cccs3)c2C)c([N+](=O)[O-])n1 was read as E coli Lon inh 7, MT1-MMP act inh -10, Neddyl block inactive, NRP1-CendR mod -10, MLLE-PAM2 inh 1, SKN-1 inh 15, MsrA act -2, FAS TE block 26 and Rin1 Abl inh -10.
`CCN(CC)CCCN=C1N[C@@H](c2cccc(F)c2)C(C(=O)OC)=C(C)N1Cc1ccccc1` gave E coli Lon inh -5, Neddyl block inactive, NRP1-CendR mod -7, MLLE-PAM2 inh -87, SKN-1 inh 1, MsrA act -11, FAS TE block -11 and Rin1 Abl inh 4.
Screening CCC(NC(=O)c1ccccc1Br)c1ccccc1 (centres undefined) returned E coli Lon inh 2, MT1-MMP act inh 4, Neddyl block inactive, NRP1-CendR mod 0, MLLE-PAM2 inh -8, SKN-1 inh -14, MsrA act -15, FAS TE block -8 and Rin1 Abl inh 2.
Screening CN(C)S(=O)(=O)N1CCC(Oc2ccc(C(=O)NCc3cnn(C)c3)cc2)CC1 returned E coli Lon inh 2, MT1-MMP act inh 2, Neddyl block inactive, NRP1-CendR mod 3, MLLE-PAM2 inh -2, SKN-1 inh -10, MsrA act -3, FAS TE block 0 and Rin1 Abl inh -1.
For CC(C)(C)Nc1nc(Cl)nc(NCc2ccccc2)n1 the results were E coli Lon inh -2, MT1-MMP act inh -2, Neddyl block inactive, NRP1-CendR mod 7, MLLE-PAM2 inh -3, SKN-1 inh 9, MsrA act -3, FAS TE block 20 and Rin1 Abl inh 0.

No new results follow: entries from further up.
COc1ccc(C(=O)CC(=O)C(=O)Nc2ccccc2C(F)(F)F)cc1 was read as E coli Lon inh 3, MT1-MMP act inh 0, Neddyl block inactive, NRP1-CendR mod -2, MLLE-PAM2 inh 4, SKN-1 inh 22, MsrA act -1, FAS TE block -1 and Rin1 Abl inh 0.
Cc1ccc(OCC(=O)c2cc(C)n(Cc3cccs3)c2C)c([N+](=O)[O-])n1 was read as E coli Lon inh 7, MT1-MMP act inh -10, Neddyl block inactive, NRP1-CendR mod -10, MLLE-PAM2 inh 1, SKN-1 inh 15, MsrA act -2, FAS TE block 26 and Rin1 Abl inh -10.
`CCN(CC)CCCN=C1N[C@@H](c2cccc(F)c2)C(C(=O)OC)=C(C)N1Cc1ccccc1` gave E coli Lon inh -5, Neddyl block inactive, NRP1-CendR mod -7, MLLE-PAM2 inh -87, SKN-1 inh 1, MsrA act -11, FAS TE block -11 and Rin1 Abl inh 4.
Screening CCC(NC(=O)c1ccccc1Br)c1ccccc1 (centres undefined) returned E coli Lon inh 2, MT1-MMP act inh 4, Neddyl block inactive, NRP1-CendR mod 0, MLLE-PAM2 inh -8, SKN-1 inh -14, MsrA act -15, FAS TE block -8 and Rin1 Abl inh 2.
Screening CN(C)S(=O)(=O)N1CCC(Oc2ccc(C(=O)NCc3cnn(C)c3)cc2)CC1 returned E coli Lon inh 2, MT1-MMP act inh 2, Neddyl block inactive, NRP1-CendR mod 3, MLLE-PAM2 inh -2, SKN-1 inh -10, MsrA act -3, FAS TE block 0 and Rin1 Abl inh -1.
For CC(C)(C)Nc1nc(Cl)nc(NCc2ccccc2)n1 the results were E coli Lon inh -2, MT1-MMP act inh -2, Neddyl block inactive, NRP1-CendR mod 7, MLLE-PAM2 inh -3, SKN-1 inh 9, MsrA act -3, FAS TE block 20 and Rin1 Abl inh 0.
